Assay outcomes from PubChem.
S1P3 antagonist – blocks the human S1P3 receptor; Q99500; CHO S1P3 NFAT-BLA reporter, FRET fluorescence, antagonist mode; inhibition, % at 4.98 µM; actives 0.27% (n = 170,000); AID 485;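 active means inhibition above the plate cutoff, the mean inhibition of test wells on that plate plus 3 SD, cut at about 28% in these data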;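 further: cells challenged with S1P at its EC80 of 0.8 µM; blue over green emission ratio from cleaved BLA substrate after 4 h stimulation; 0% = S1P-stimulated wells and 100% = unstimulated DMSO-only wells; some compounds past the cut are filed as inactive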
Target sequence (Q99500 whole entry, looked up): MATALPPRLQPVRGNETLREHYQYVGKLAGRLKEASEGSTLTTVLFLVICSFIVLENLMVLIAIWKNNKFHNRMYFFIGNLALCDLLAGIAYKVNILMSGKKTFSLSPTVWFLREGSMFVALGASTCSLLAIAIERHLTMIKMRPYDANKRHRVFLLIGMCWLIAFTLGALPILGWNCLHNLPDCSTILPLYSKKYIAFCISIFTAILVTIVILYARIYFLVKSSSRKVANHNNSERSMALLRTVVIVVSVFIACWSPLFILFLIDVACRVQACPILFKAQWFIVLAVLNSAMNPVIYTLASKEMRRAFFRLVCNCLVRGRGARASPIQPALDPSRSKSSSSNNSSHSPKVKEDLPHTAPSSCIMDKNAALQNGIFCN
Starred values were filed as active, the others as inactive.

SMILES | S1P3 antagonist
COc1ccc(C(=O)N/C=C/n2cnc3cc(C(F)(F)F)ccc32)cc1 | 1
Cc1ccc2[nH]c(=O)c(COC(=O)C3CCCCC3)cc2c1 | 1
O=C(CNCc1ccccn1)Nc1cc(C(F)(F)F)ccc1N1CCOCC1 | 1
Cc1onc(-c2ccccc2)c1CNS(=O)(=O)c1cccc(Br)c1 | 3
O=C1NC(=O)/C(=C/c2ccccn2)S1 | 5
Cc1ccc(/C=N/NC(=O)CSc2ccccn2)o1 | -20
O=C(N/N=C/c1ccc(O)cc1)c1cc(C23CC4CC(CC(C4)C2)C3)[nH]n1 | 31*
NS(=O)(=O)c1ccc(NC2=CC(c3ccc(F)cc3)N(c3ccc(S(N)(=O)=O)cc3)C2=O)cc1 (stereo unspecified) | 8
Oc1ccc(/C=C/c2cnccn2)cc1 | -16
N#Cc1sc(C(N)=O)c(-c2ccccc2)c1-c1ccccc1 | -11
COc1ccc(C(=O)/C=C/Sc2nc3ccccc3o2)cc1 | -10
COCCOn1c(SCCOC)nc2ccccc2c1=O | -12
O=C(Nc1nccs1)C1CCCCN1S(=O)(=O)c1ccccc1 (stereo unspecified) | -4
Cn1c(=O)n(CCc2ccccc2)c(=O)c2c1nc1n2CCCN1c1ccc(F)cc1 | -13
Cn1nc(C(C)(C)C)c([N+](=O)[O-])c1C(=O)Nc1cccc2ccccc12 | 4
COc1cccc(/C=C/C(=O)NCc2ccc(S(N)(=O)=O)cc2)c1 | -3
Cc1cc(C)c2c(N)c(C(=O)NN3CC(=O)N(c4ccccc4)CC3=O)sc2n1 | -4
Cc1cc(Cl)c(S(=O)(=O)N2CCN(c3ccccn3)CC2)cc1OCC(=O)NC1CCCCC1 | 8
COc1ccc2c(C(=O)CCl)c[nH]c2c1 | -7
CCOC(=O)c1cc(C#N)c(SC)nc1C | 0
CCC12CN(C(=O)c3ccc([N+](=O)[O-])cc3)CC(CC)(CN(C(=O)c3ccc([N+](=O)[O-])cc3)C1)C2=O | 14
Cc1oc2cc([N+](=O)[O-])c(O)c([N+](=O)[O-])c2c1C(=O)c1ccc(Cl)cc1 | -8
CN(C)n1cccc1/C=C(\C#N)S(=O)(=O)c1ccc(Cl)cc1 | 12
NNC(=O)Cn1nnc(-c2ccc(C(F)(F)F)cc2)n1 | -3
N#C/C(=C/c1ccncc1)c1nc2ccccc2c(=O)[nH]1 | -1
New compounds follow.
SMILES | S1P3 antagonist
C=CCNC(=S)Nc1ccc(N(C)C)cc1 | 0
COc1cc(/C=C2/C(=N)N3C(c4ccccc4)=CSC3=NC2=O)ccc1OCC(=O)O | -17
COc1ccc(-c2cc(C(=O)Nc3ccc(O)cc3)c3ccccc3n2)cc1OC | 2
COc1ccccc1C1=NOC(CN2C(=O)c3ccccc3S2(=O)=O)C1 (stereo unspecified) | -9
O=C(Cn1nc2n(c1=O)-c1ccccc1SC2)N/N=C/c1cccs1 | 7
Cc1cc(C)c(C(=O)CN2C(=O)CCC2=O)cc1C | -12
CC1CC(OC(=O)CN2CCCCC2)CC(C)(C)C1 (stereo unspecified) | 4
O=C1CCCC(O)=C1N=Nc1ccc(S(=O)(=O)N2CCOCC2)cc1 | 3
COc1ccc(Cc2cc(-c3ccc(F)cc3)n[nH]c2=O)cc1 | 16
COc1ccc(-n2c(=O)c3c4c(sc3n3c(=S)[nH]nc23)CCC4)cc1 | -7
CCCCC(C(=O)N/N=C/c1ccccn1)C(=O)N/N=C/c1ccccn1 | -2
CN(C(=O)CSc1nnc(-c2ccncc2)n1-c1ccccc1)C1CCS(=O)(=O)C1 (stereo unspecified) | -3
Cn1ncn2c(=O)c3c(nc12)-c1ccccc1CC31CCCC1 | -6
COc1cccc(NC(=O)Nc2ccc(Br)cn2)c1 | 3
O=C(O)c1ccc(O)c(O)c1 | 1
Cc1ccc(C(C(=O)NC2CCCC2)N(Cc2ccc3c(c2)OCO3)C(=O)c2snc(C(N)=O)c2N)cc1 (stereo unspecified) | -3
Cc1nn(C)c(C)c1NC(=O)c1ccccc1NC(=O)Nc1ccccc1 | 6
O=C(N/N=C/c1cccnc1)c1cccc(N2CCCC2=O)c1 | -5
Cc1ccnc(NS(=O)(=O)c2ccc(NS(C)(=O)=O)cc2)n1 | -8
O=C(O)c1cncc(C#CCC2CCCCC2)c1 | 2
NC(=O)c1ccc(Cl)c2ccccc12 | -17
Cc1ccc2[nH]c3c(Cl)ncnc3c2c1 | 9
CCc1ccc(C(=O)NNc2cc(Cl)cc(Cl)c2)cc1 | 18
CC1(C)CC(=O)C(C=NCC2CCN(C(=O)Nc3ccccc3)CC2)=C(O)C1 | 4
Fc1ccccc1Oc1nc(-c2ccncc2)nc2ccccc12 | -3
Continuation:
SMILES | S1P3 antagonist
S=C(NNC(=S)NC1CC2CCC1C2)NC1CC2C=CC1C2 (stereo unspecified) | 3
CN(/N=C/c1ccc(O)cc1O)c1ncc(C(F)(F)F)cc1Cl | 28
CCc1cccc(C)c1NC(=O)N(C)C1CCCCC1 | -21
O=C(/C=C/c1ccccc1)N(Cc1cccs1)C1CCS(=O)(=O)C1 (stereo unspecified) | -11
Nc1nnnn1CC(=O)N/N=C/c1cccs1 | -3
S=c1[nH]c2cc(Br)cnc2[nH]1 | 2
CN(C)C(=S)NC(=O)C12CC3CC(C)(CC(C)(C3)C1)C2 | -2
CN1C(=O)N(C)C2(c3ccccc3)NNC(N)=NC12c1ccccc1 (stereo unspecified) | -12
O=C(CCCN1C(=O)/C(=C/c2cccs2)SC1=S)NNC(=O)c1cccnc1 | 2
O=c1[nH]c(-c2ccccc2)nnc1-c1ccccc1 | -11
Cc1nc(-c2cc(C#N)c(Sc3cccc(C(F)(F)F)c3)nc2C)cs1 | -13
COC(=O)c1ccc(S(=O)(=O)N2CCC(C(N)=O)CC2)n1C | 7
CCOC(=O)C1CCN(c2c(NCCCN3CCCCC3)c(=O)c2=O)CC1 | -6
Cc1cc(C)n2nc(C(=O)Nc3cccc(S(=O)(=O)N4CCCC4)c3)nc2n1 | -19
CC(=O)c1ccc(NC(=S)N2CCC(Cc3ccccc3)CC2)cc1 | 3
CCOC(=O)c1c(C)[nH]c(C(=O)COC(=O)c2ccc(O)cc2O)c1C | -10
c1ccc(CN2CCC3(CC2)Nc2ccccc2S3)cc1 | 2
Cc1cccc(-n2ncc3c(N4CCC5(CC4)OCCO5)ncnc32)c1 | 9
CCCCC(CC)C1OCC(CN2CCCCC2)O1 (stereo unspecified) | -11
C=CCn1c(SCC(=O)C23CC4CC(CC(C4)C2)C3)nc(O)cc1=O | -1
COc1ccc(Oc2c(C)nc(SCC(=O)c3ccc(Cl)cc3)[nH]c2=O)cc1 | 6
O=C(CN1CCc2ccccc21)NN1CC(=O)N(c2ccccc2)CC1=O | -14
CC(C)(C)S(=O)(=O)/C(C#N)=C/c1sccc1C1OCCO1 | -5
Cc1onc(-c2c(Cl)cccc2Cl)c1NC(=O)NNc1c(Cl)cncc1Cl | -7
Cc1nnsc1-c1onc(C)c1C(=O)Nc1cc(Cl)cc(Cl)c1 | 12
Next section
SMILES | S1P3 antagonist
Cc1cc(C)c([C@@H]2C[C@H]3CN(C4CCCC4)C(=O)[C@]34CCCN24)c(-n2cccn2)c1 | -1
c1cc(-c2nc3ccccc3o2)nc(-c2nc3ccccc3o2)c1 | 5
Cc1ccc(N=C2NC(=O)/C(=C/c3cccnc3)S2)c(C)c1 | -6
COc1ccc(N(CC(=O)Nc2cccc(C)c2C)S(=O)(=O)c2c(C)[nH]c(=O)[nH]c2=O)cc1 | -1
Nc1nc(N)c(N=Nc2ccc(S(N)(=O)=O)cc2)c(=O)[nH]1 | -3
O=Nc1c(O)n(Cc2ccccc2)c2ccccc12 | 0
COc1ccc(O)c(C2=Nc3ccccc3N=C(c3ccccc3)C2)c1 | 1
Cc1cc(C(=O)NC2Cc3ccccc3C2)c(C)o1 | 13
O=C(/C=C/c1ccc(-c2cccc([N+](=O)[O-])c2)o1)N1CCOCC1 | 6
CN(C(=O)CC1C(=O)NCCN1CC1CCCCC1)C1CCOCC1 (stereo unspecified) | -15
CC(NC(=O)c1ccc2c(c1)OCO2)C(c1cccs1)N1CCN(c2ccccc2)CC1 (stereo unspecified) | 15
Cn1cnc(S(=O)(=O)Nc2ccc(OC(F)F)cc2)c1 | -8
O=C(NCCc1csc(-c2cccnc2)n1)c1cccc(Cl)c1 | 7
CN(C)C(=O)COC(=O)c1ccc(S(=O)(=O)NCc2ccco2)cc1 | -2
Cc1nc(C)c(/C(O)=C\c2nc3ccc([N+](=O)[O-])cc3oc2=O)o1 | 1
O=S(=O)([N-]c1nc2ccccc2nc1-n1cc[n+](Cc2ccccc2)c1)c1ccc(Cl)cc1 | -12
O=C(c1ccccc1Cl)N1CCC(n2cccc2)CC1 | -4
O=C1NCCn2ccc(=O)cc21 | -10
Cn1c(=NC(=O)COc2ccccc2)sc2cc(F)cc(F)c21 | -4
CCCCOCCCNC(=O)N[C@H](C(=O)OC)C(C)CC (stereo partly specified) | -1
COc1cccc(N2CN(CCc3ccccc3)CNC2=S)c1 | -1
CCCCCCCc1c(O)nc(SCCN(C)C)[nH]c1=O | 2
C/C(=N/NC(=O)c1ccn(C)n1)c1ccncc1 | 12
Cc1cc(C)nc(NS(=O)(=O)c2ccc(NC(=O)Nc3ccccc3F)cc2)n1 | -2
NCC(=O)c1cccc2ccc[n+]([O-])c12 | 3

Entries from the list above that contain a tert-butyl group:
SMILES | S1P3 antagonist
Cn1nc(C(C)(C)C)c([N+](=O)[O-])c1C(=O)Nc1cccc2ccccc12 | 4
CC(C)(C)S(=O)(=O)/C(C#N)=C/c1sccc1C1OCCO1 | -5

Carrying on.
SMILES | S1P3 antagonist
Cc1csc(NC(=O)CCCC(=O)O)c1-c1nc2ccccc2s1 | -12
CCCCCCCCn1ccc(=N)cc1 | 35*
CCc1c(O)nc(SCC(=O)Nc2nc3ccccc3s2)n(-c2ccc(C)cc2)c1=O | 9
O=C(CCC(=O)N1CCN(c2ccccc2)CC1)Nc1nnc(C2CCCCC2)s1 | -4
NC(=S)c1cc2cc(Cl)ccc2oc1=O | 1
C/C(=N\O)C(C)(C)Nc1cccc(Br)c1 | 19
Nc1c(-c2ccc(Cl)cc2)cnn1-c1cc(C(F)(F)F)cc(C(F)(F)F)c1 | 9
O=C(CCCN1C(=O)/C(=C/c2ccccc2Cl)SC1=S)NNC(=O)c1ccc(Cl)cc1Cl | -13
Cc1nonc1-c1ccc2c(c1)OCO2 | -22
Cc1cc(NC(=O)c2cc(-c3ccc(O)cc3)on2)no1 | -5
Cn1c(=O)c([N+](=O)[O-])c(NCCCn2ccnc2)c2ccccc21 | -8
O=C(c1ccc(F)cc1F)N1CCCN(c2nc(-c3ccccc3)ns2)CC1 | 9
CC(C)CCN1C(=O)CC(NNC(=O)c2ccc(S(=O)(=O)N3CCCC3)cc2)C1=O (stereo unspecified) | -2
OCCC1CN(Cc2cnc(-c3ccc(Cl)cc3)nc2)CCN1C1CCCC1 (stereo unspecified) | 2
O=C1CC(C(=O)O)S/C(=N\N=C\c2ccc(Br)cc2)N1 (stereo unspecified) | 1
CCOC(=O)N1CCc2c(sc3nc4n(c(=O)c23)N=C(c2ccc(OC)cc2)CS4)C1 | -5
O=[N+]([O-])c1cccnc1Oc1ccc(C2SCCS2)cc1 | -7
Cn1c2ccccc2c(=O)c2c(=O)n(-c3ccc(F)cc3)c(-c3cccs3)nc21 | 11
CS(=O)(=O)NNC(=O)Cn1nnc(-c2cc(C(F)(F)F)cc(C(F)(F)F)c2)n1 | -9
COc1ccc(-c2csc(NC(=S)NC(=O)/C=C/c3ccco3)n2)cc1Br | -5
CS/C(N)=N/C(=S)Nc1cccc(Cl)c1 | 7
Cc1onc(-c2c(Cl)cccc2Cl)c1-c1nc2cc(Cl)ccc2c(=O)o1 | 11
O=C(CCl)NCCCN(C(=O)C(Cl)Cl)c1ccc([N+](=O)[O-])cc1 | -3
COc1cc(OC)cc(C(=O)Oc2c(CN3CCOCC3)cc(Cl)c3cccnc23)c1 | -16
CCc1nc2ccccc2nc1N1CCN(S(=O)(=O)c2ccc(Cl)cc2)CC1 | 6

Look-ups from the list:
Cc1nonc1-c1ccc2c(c1)OCO2 in S1P3 antagonist is entered as -22
CCc1nc2ccccc2nc1N1CCN(S(=O)(=O)c2ccc(Cl)cc2)CC1 in S1P3 antagonist is entered as 6
O=C1CC(C(=O)O)S/C(=N\N=C\c2ccc(Br)cc2)N1 (stereo unspecified) in S1P3 antagonist is entered as 1
Cc1csc(NC(=O)CCCC(=O)O)c1-c1nc2ccccc2s1 in S1P3 antagonist is entered as -12
CCCCCCCCn1ccc(=N)cc1 in S1P3 antagonist is entered as 35*
OCCC1CN(Cc2cnc(-c3ccc(Cl)cc3)nc2)CCN1C1CCCC1 (stereo unspecified) in S1P3 antagonist is entered as 2

Molecules shown so far that have bromine (6):
SMILES | S1P3 antagonist
Cc1onc(-c2ccccc2)c1CNS(=O)(=O)c1cccc(Br)c1 | 3
COc1cccc(NC(=O)Nc2ccc(Br)cn2)c1 | 3
S=c1[nH]c2cc(Br)cnc2[nH]1 | 2
C/C(=N\O)C(C)(C)Nc1cccc(Br)c1 | 19
O=C1CC(C(=O)O)S/C(=N\N=C\c2ccc(Br)cc2)N1 (stereo unspecified) | 1
COc1ccc(-c2csc(NC(=S)NC(=O)/C=C/c3ccco3)n2)cc1Br | -5

Other results:
SMILES | S1P3 antagonist
CCCn1nc(NC(=O)c2cccs2)c2cc3cc(C)ccc3nc21 | 3
CCOC(=O)c1oc2cc(C)cc(C)c2c1C | -12
CCCc1ccc(C(=O)NNc2cc(Cl)ccc2Cl)cc1 | 7
CCNc1nc2c(c(=O)n(C)c(=O)n2C)n1Cc1ccc(Cl)cc1 | 4
CC(=O)c1c(COC(=O)c2ccc(C)cc2)nc2ccccc2[n+]1[O-] | 2
COCc1cc(=O)oc2cc(NS(=O)(=O)c3ccc(C)cc3)ccc12 | 8
Clc1ccc(-c2nc3ccccc3[nH]2)cn1 | 1
CCCCCNC(CC(=O)Nc1ccc(OC)cc1)C(=O)O (stereo unspecified) | -18
O=S1(=O)CC2NC(=S)N(c3cccc(Br)c3)C2C1 (stereo unspecified) | 10
COc1ccccc1NC(=O)N1c2ccccc2NC(=O)CC1C (stereo unspecified) | -17

This is a subset (hit frequency here may not be typical).
